From PubChem
M5 antag = antagonists of human muscarinic M5 receptor (CHRM5) | actives 0.59% (n = 360,000) | CHO-hM5 cells, Fluo-8 calcium fluorescence, ACh EC80 | inhibition, % at 3 µM | P08912 | AID 624040;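 active = inhibition above a per-plate cutoff, the mean of that plate's test compounds plus 3 SD, cut at about 27% in these data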;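 note: 0% = acetylcholine EC80 with DMSO and 100% = DMSO without agonist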
Target sequence (P08912 whole entry, looked up): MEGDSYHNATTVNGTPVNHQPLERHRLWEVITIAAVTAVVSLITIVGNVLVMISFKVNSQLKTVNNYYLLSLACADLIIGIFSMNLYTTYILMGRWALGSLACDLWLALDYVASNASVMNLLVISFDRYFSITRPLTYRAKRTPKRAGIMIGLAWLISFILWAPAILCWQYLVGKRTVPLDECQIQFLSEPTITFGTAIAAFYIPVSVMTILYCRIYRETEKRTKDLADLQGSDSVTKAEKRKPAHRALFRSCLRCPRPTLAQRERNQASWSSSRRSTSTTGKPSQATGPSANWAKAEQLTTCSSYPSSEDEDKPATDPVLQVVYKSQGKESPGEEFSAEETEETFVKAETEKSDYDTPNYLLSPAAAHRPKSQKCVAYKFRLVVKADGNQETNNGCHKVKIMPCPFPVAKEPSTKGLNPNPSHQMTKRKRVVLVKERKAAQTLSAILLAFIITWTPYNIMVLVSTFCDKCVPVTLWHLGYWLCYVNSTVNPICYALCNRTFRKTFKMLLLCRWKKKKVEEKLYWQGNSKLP
CHO-K1 Ca PAM = nonselective activator or artifact in parental CHO-K1 calcium assay; actives 0.02% (n = 360,000); activation, % at 3 µM; ATP EC20, Fluo-8 calcium fluorescence; 0% at ATP EC20, 100% at ATP max;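 active = activation above the run cutoff, the mean activation of all test compounds plus 3 SD, cut at about 40% in these data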;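 note: peak over basal fluorescence ratio in a 140 s read after ATP addition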
CHRM4 PAM = positive allosteric modulators of human muscarinic M4 receptor; CHO-K1 hM4/Gqi5, Fluo-8 calcium fluorescence, ACh EC20; 0% = ACh EC20, 100% = maximal ACh; activation, % at 3 µM; actives 0.4% (n = 360,000);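 active = activation above its plate's cutoff, the mean activation of sample wells plus 3 SD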; note: some results filed as inactive read as strong as hits
Target sequence (P08173 whole entry, looked up): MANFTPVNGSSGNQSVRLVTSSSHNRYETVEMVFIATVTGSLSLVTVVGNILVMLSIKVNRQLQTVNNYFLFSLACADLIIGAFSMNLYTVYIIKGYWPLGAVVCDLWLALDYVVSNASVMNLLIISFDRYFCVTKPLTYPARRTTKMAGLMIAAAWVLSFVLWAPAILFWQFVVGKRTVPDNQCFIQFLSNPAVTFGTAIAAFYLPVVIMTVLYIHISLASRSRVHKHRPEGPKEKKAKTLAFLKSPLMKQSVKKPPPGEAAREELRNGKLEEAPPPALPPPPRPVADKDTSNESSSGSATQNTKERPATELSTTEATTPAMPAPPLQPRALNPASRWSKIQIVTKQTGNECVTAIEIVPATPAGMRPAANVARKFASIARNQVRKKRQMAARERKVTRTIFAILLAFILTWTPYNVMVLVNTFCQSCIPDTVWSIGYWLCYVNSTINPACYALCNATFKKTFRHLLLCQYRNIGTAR
CHRM5 agonist = agonists of human muscarinic M5 receptor (CHRM5); P08912; CHO-K1 hM5 cells, Fluo-8 calcium fluorescence; 0% DMSO wells, 100% maximal acetylcholine response; activation, % at 3 µM; actives 0.19% (n = 360,000); AID 624037;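 active = activation above the run's mean over test compounds plus 3 SD, cut at about 23% in these data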;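 note: signal is peak over basal fluorescence ratio across the kinetic read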
CHRM4 antagonist = antagonists of human muscarinic M4 receptor (CHRM4); inhibition, % at 3 µM; CHO-hM4 cells, ACh EC80, Fluo-8 calcium fluorescence; actives 0.73% (n = 360,000); P08173;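 active = inhibition above its plate's cutoff, the mean inhibition of sample wells plus 3 SD, cut at about 27% in these data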;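 note: 0% = acetylcholine EC80 with DMSO and 100% = DMSO without agonist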
M1 ag parental = counter-screen for M1 agonists: effect in parental CHO-K1 cells; Fluo-8 calcium fluorescence; scaled to maximal ATP response, vehicle zero; actives 0.48% (n = 360,000); activation, % at 3 µM; in the data active = activation above about 15%;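 note: untransfected CHO-K1 host cells lacking M1 receptor as counterscreen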
M5 PAM = positive allosteric modulators of human muscarinic M5 receptor; P08912; CHO-K1 hM5, Fluo-8 calcium, ACh EC20 PAM; 0% = ACh EC20, 100% = ACh EC100; activation, % at 3 µM; actives 0.3% (n = 360,000); AID 624038;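 active = activation above the run cutoff, the mean activation of all test compounds plus 3 SD, cut at about 18% in these data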
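System: CHO-K1 hM5 cells. Reagent: acetylcholine, EC20 level. Compound dosing: single dose, 3 µM nominal final test concentration. Timing: Post-acetylcholine fluorescence recording 140 s. Detection: Fluo-8 calcium fluorescence. Read-out: % activation, ACh-normalized. Benchmarks: ACh EC20 and EC100 wells. Repeats: singlicate, one well per test compound.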
CHO-K1 Ca antag = counter-screen for M1 antagonists: effect in parental CHO-K1 cells; ATP-induced calcium, Fluo-8 fluorescence; inhibition, % at 3 µM; actives 0.6% (n = 360,000); AID 602250;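 active = inhibition above a per-plate cutoff, the plate's mean sample inhibition plus 3 SD, cut at about 24% in these data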;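 note: 0% = DMSO plus EC80 ATP and 100% = DMSO alone without ATP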
M4 ag = CHRM4 agonism in calcium assay | CHO-K1 hM4/Gqi5, Fluo-8 calcium fluorescence; vehicle 0%, full acetylcholine response 100% | activation, % at 3 µM | actives 0.14% (n = 360,000);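 active = activation above the run mean over all test wells plus 3 SD, cut at about 32% in these data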;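 note: peak over basal fluorescence ratio per well then scaled between controls; 0% = DMSO wells and 100% = acetylcholine at EC100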
An asterisk follows results filed as active; / = not tested or not shown.

SMILES | M5 antag | CHO-K1 Ca PAM | CHRM4 PAM | CHRM5 agonist | CHRM4 antagonist | M1 ag parental | M5 PAM | CHO-K1 Ca antag | M4 ag
COc1ccc(C2C3=C(CC(C)(C)CC3=O)Oc3ncn(Cc4ccco4)c(=N)c32)cc1 (centres undefined) | -6 | 10 | -2 | -4 | -5 | 1.1 | 3 | -6 | 3
S=C1NCCOCCOCCOCCN1 | -4 | 11 | 15 | -2 | -4 | -0.1 | 7 | -1 | 0
CCc1cccc(CC)c1NC(=O)COC(=O)c1cccc(S(=O)(=O)N2CCc3ccccc3C2)c1 | -9 | 9 | 1 | -1 | 3 | 0.4 | 2 | -4 | 1
CC(CS(=O)(=O)c1ccc2c(c1)NC(=O)CS2)C(=O)N1CCN(c2cccc(Cl)c2)CC1 (centres undefined) | 4 | -11 | -12 | 1 | 0 | 5.1 | 2 | -6 | 12
CSC1=NC(NCCCO)c2c(sc3c2CC(C)(C)OC3)N1 (centres undefined) | -2 | 14 | 2 | -2 | -6 | 0.5 | 0 | -7 | 1
CCCCN(C)C(=O)c1oc2ccc(S(=O)(=O)N3CCCCCC3)cc2c1C | 6 | -6 | -28 | -1 | -7 | 3.3 | -3 | 8 | 9
OCC[C@@H]1C[C@@H](O)[C@H](O)[C@@]2(Cc3ccccc3O2)O1 | 6 | 5 | 15 | 2 | -11 | 0.3 | 2 | -3 | 0
CCc1ccc(NS(=O)(=O)c2ccc3c(c2)CCN3C(=O)CCC(=O)O)cc1 | -3 | -23 | 0 | -2 | -4 | 0.3 | -2 | 3 | 0
CC(=NN1CC(=O)NC1=O)c1ccc([N+](=O)[O-])o1 | 12 | 6 | 3 | 0 | -4 | 1.6 | -2 | -8 | 0
CCOC1=NN(c2ncc(C(F)(F)F)cc2Cl)C(=O)/C1=C/N(C)C | 2 | 6 | 5 | -4 | -8 | -0.2 | -3 | 9 | 1
CC1CCc2sc3c(c2C1)c1ncnn1c(=O)n3CC(=O)c1ccc(Br)cc1 (centres undefined) | 6 | -9 | 6 | -1 | -2 | -0.2 | -1 | 4 | 0
CC1(C(=O)NS(=O)(=O)c2cccc(C#N)c2)CCN1C(=O)CCC1CCCC1 (centres undefined) | 0 | 18 | 6 | 0 | -6 | 0.8 | 0 | -16 | 1
CCn1c(=O)c2sccc2n(Cc2cc(C(=O)OC)ccc2OC)c1=O | -11 | -6 | 0 | -6 | -7 | -0.2 | 2 | 9 | -2
CC(C)(C)NC(=O)CCN(/N=C/c1ccc([N+](=O)[O-])o1)C1=NS(=O)(=O)c2ccccc21 | 3 | 13 | -5 | 0 | 3 | 0.8 | -6 | 2 | 2
CCOc1c(Br)cc(/C=N\NC(=O)c2ccccc2)cc1OC | -14 | -15 | -9 | -2 | 6 | 1.0 | -5 | 20 | 3
O=C(NCCc1ccc(Cl)cc1)c1ccc(CNc2c(N3CCOCC3)c(=O)c2=O)cc1 | 2 | -14 | -13 | -8 | 7 | -0.2 | 0 | 7 | 0
COc1ccc(C2CC(C(F)(F)F)n3nc(C(=O)Nc4ccc5c(c4)OCO5)cc3N2)cc1 (centres undefined) | -6 | 4 | 6 | -5 | -4 | -0.1 | 4 | -7 | 2
O=C(CSc1ncn[nH]1)Nc1nc2c(F)c(F)c(F)cc2s1 | 4 | -10 | -4 | -1 | 12 | 0.7 | 1 | 9 | 2
Cc1cccc2cc(COC(=O)c3ccccn3)c(=O)[nH]c12 | 0 | -6 | 7 | -2 | 11 | 1.2 | 1 | 8 | 1
CCOC1=C2[C@H]([C@H]3C(=O)N(c4ccccc4)C(=O)[C@H]3C1)[C@@H](C(C)C)N(S(=O)(=O)c1ccc(C)cc1)[C@H]2c1ccccc1 | -4 | 14 | 12 | 1 | -7 | 1.1 | 5 | 1 | 1
S=C(NCc1ccccc1)Nc1ccc(Cl)cc1 | 18 | -4 | -12 | 4 | 5 | 12 | -21 | 22 | 20
O=C(OCCOc1ccccc1)c1cc(S(=O)(=O)N2CCOCC2)c(Cl)cc1Cl | -4 | 2 | 6 | 1 | -7 | 0.4 | -1 | 0 | 1
C=CC[C@H](CC(=O)N[C@H](CO)Cc1ccccc1)C(=O)N[C@@H](COC(=O)[C@@H](CC=C)CC(=O)OC(C)(C)C)Cc1c[nH]c2ccccc12 | 9 | -10 | -12 | 6 | 9 | 0.1 | -12 | -5 | 9
COC(=O)C1C(=O)C2=C(CC1C)NC(=O)CC2c1ccc(O)c(OC)c1 (centres undefined) | 7 | -5 | 20 | 0 | -3 | -0.5 | 4 | 4 | 1
CN(C(=O)Nc1ccc(Cl)cc1)c1c2c(nn1C)CCCC2 | 3 | 3 | -1 | -3 | 7 | 0.3 | 2 | -5 | 0
CCCCCCCN1C(Nc2ccccc2)=NC[C@@H]1Cc1ccccc1 | 13 | 22 | -14 | -6 | 16 | 7.8 | -7 | -16 | 14
NNC(=O)C(Cc1c[nH]c2ccccc12)NC(=O)c1ccccc1 (centres undefined) | -5 | 19 | 5 | 2 | -10 | 0.7 | 8 | -10 | 2
COc1cc2ncnc(NCc3ccccc3F)c2cc1OC | -7 | 4 | -6 | -2 | -2 | 1.3 | -4 | -6 | 1
O=C1CC(c2ccsc2)c2cc3c(cc2N1)OCCO3 (centres undefined) | 1 | 19 | 5 | 4 | -12 | 1.1 | -5 | -19 | 4
Cc1ccccc1OCc1nc2ccc(S(=O)(=O)N3CCOCC3)cc2[nH]1 | 5 | 19 | -7 | -1 | 4 | 2.2 | 0 | -3 | 3
Cc1ccc(C)c(NC(=S)NNC(=O)c2csc(C)c2C)c1 | 1 | 17 | -2 | -1 | 6 | 1.4 | -5 | -5 | 2
COc1ccc(OCC(O)CN2CCN(CC(O)COc3ccc(OC)cc3)CC2)cc1 (centres undefined) | -4 | 6 | 1 | -10 | -12 | 1.6 | 10 | -10 | 2
CC(C)COC(=O)n1c(=O)oc2ccc(S(=O)(=O)N3CCCCC3)cc21 | 2 | 6 | -12 | 3 | -11 | 9.5 | -11 | -15 | 9
CC(=O)Oc1ccc(/C=N/NC(=S)Nc2ccccc2)cc1 | 1 | 0 | -6 | 2 | -5 | 0.6 | -6 | 7 | 1
Cc1ccc(OCc2cc(C(=O)N3CCCC3)no2)cn1 | 2 | 16 | 15 | -4 | -1 | 1.1 | -3 | -8 | 1
COc1ccc(C(CC(=O)NCc2ccccc2)Sc2n[nH]c(-c3ccccc3)n2)cc1 (centres undefined) | 7 | 16 | 0 | -3 | -3 | -0.1 | 0 | -12 | 1
COC(=O)[C@]1(Sc2ccc(OC)cc2)CC(=O)N[C@@H]1c1ccccc1 | -8 | -8 | 6 | 1 | -29 | 3.7 | -2 | -17 | 7
COc1ccc(-n2c(O)c(C=Nc3ccccc3)c3ccccc3c2=O)cc1OC | 6 | 0 | -8 | 2 | 3 | -0.2 | 1 | -5 | 0
COc1ccc(N2C[C@H](C)[C@@H](CC(=O)Nc3ccc(Br)cc3)C2=O)cc1 | -3 | -13 | 2 | 6 | -19 | 3.9 | 0 | 25* | 8
Cc1cccc(OCC(=O)NCc2nnc3ccc(C(F)(F)F)cn23)c1C | 0 | -7 | 3 | -3 | -20 | 0.0 | -13 | -13 | 1

Gathered by group, the entries above with a nitro group on carbon (two)
SMILES | M5 antag | CHO-K1 Ca PAM | CHRM4 PAM | CHRM5 agonist | CHRM4 antagonist | M1 ag parental | M5 PAM | CHO-K1 Ca antag | M4 ag
CC(=NN1CC(=O)NC1=O)c1ccc([N+](=O)[O-])o1 | 12 | 6 | 3 | 0 | -4 | 1.6 | -2 | -8 | 0
CC(C)(C)NC(=O)CCN(/N=C/c1ccc([N+](=O)[O-])o1)C1=NS(=O)(=O)c2ccccc21 | 3 | 13 | -5 | 0 | 3 | 0.8 | -6 | 2 | 2

Next part.
SMILES | M5 antag | CHO-K1 Ca PAM | CHRM4 PAM | CHRM5 agonist | CHRM4 antagonist | M1 ag parental | M5 PAM | CHO-K1 Ca antag | M4 ag
Cc1cccc(S(=O)(=O)N2C[C@@H](O)COC[C@@H]3O[C@H](CC(=O)NCCCN4CCOCC4)CC[C@H]32)c1 | 8 | / | 3 | -1 | -10 | / | -6 | / | 1
COc1ccc(CNC(=O)c2nccnc2CO)cc1 | 1 | 12 | 0 | -5 | 4 | -0.8 | -1 | -10 | 1
C=CCn1c(SCC(=O)Nc2cc(NC(C)=O)ccc2OC)nnc1-c1cccnc1 | 0 | 14 | -1 | 1 | -4 | 0.3 | -2 | -5 | 1
Cc1cccc(N2CCN(C(=O)CCNS(=O)(=O)c3ccc4c(c3)oc(=O)n4C)CC2)c1C | 10 | 9 | 0 | -2 | -2 | 3.8 | 1 | -13 | 3
O=C(Nc1ccc(-c2nc3cccnc3s2)cc1)c1cccnc1Cl | 9 | 18 | -11 | 4 | 7 | 3.1 | -6 | -10 | 5
COc1cccc(C(NC(C)=O)c2nc(-c3cccnc3)cs2)c1 (centres undefined) | -2 | 9 | 8 | 1 | -9 | 0.1 | 0 | -10 | 1
O=C(NCc1ccccc1)c1cc(C2COCCN2C(=O)c2ccccc2)on1 (centres undefined) | 0 | 4 | -2 | 0 | 0 | 0.6 | 1 | -6 | 1
CCOc1cc(CNCCN(C)C)c(Cl)cc1OCC(=O)NCCc1ccccc1 | -12 | 2 | 19 | -6 | -11 | 0.2 | 7 | 1 | 2
CCS(=O)(=O)N1CCC(C(=O)NCCc2ccc(C)cc2)CC1 | -2 | 9 | 0 | 3 | 4 | 0.5 | -2 | 3 | 1
Cc1c(NS(C)(=O)=O)c(=O)n(-c2ccccc2)n1C | -7 | -3 | 4 | -1 | 0 | 0.1 | 0 | 8 | 1
O=C(Nc1ccccc1)C1CCCN(C(=O)c2ccc(Cl)cc2)C1 (centres undefined) | -11 | -6 | 3 | 6 | -11 | 1.6 | 0 | 1 | 4
COc1cc(NC(=O)COC(C)=O)c(C)cc1[N+](=O)[O-] | 2 | 14 | 5 | -1 | -2 | 0.6 | -3 | -7 | 1
N#Cc1cc2c(nc1SCc1ccc(Cl)cc1)CCCC2 | -2 | 1 | 0 | 1 | 9 | -0.1 | -3 | -20 | 2
CCC(=O)N(CCC(c1ccco1)c1ccccc1OC)Cc1cccs1 (centres undefined) | 3 | 7 | -3 | -5 | -10 | 0.0 | -7 | 0 | -3
COc1ccccc1C(=O)N=c1sc2c(C)ccc(OC)c2n1C | -3 | 15 | 5 | -5 | -1 | 0.1 | -5 | -6 | 0
CC(C)CNC(=S)N1CCN(C(c2ccccc2)c2ccccc2)CC1 | 8 | 15 | -7 | -8 | 5 | 0.7 | -10 | 9 | 0
CCN(Cc1ccccc1)C(=O)c1cc(S(=O)(=O)N2CCOCC2)ccc1N1CCCC1 | -9 | 0 | 2 | 2 | -1 | 1.7 | 3 | -4 | 1
O=C(Cc1cccc(NC(=O)C2CCN(C(=O)CCc3ccccc3)CC2)c1)Nc1cccc(C(=O)N2CCOCC2)c1 | -5 | 14 | 7 | -2 | -19 | 0.2 | 7 | -23 | 0
COc1ccc(-n2c(SC(C)C(=O)Nc3ncc(Cl)cc3Cl)nc3ccccc32)cc1 (centres undefined) | 0 | 21 | 8 | -2 | -8 | -0.3 | -2 | -17 | -1
COc1ccc(-c2ocnc2C(=O)N2CCN(Cc3cccnc3)CC2)cc1 | 8 | 20 | -11 | -4 | -3 | 1.3 | -5 | -2 | 0
Cc1ccc(/C=N/Nc2ccc(Cl)c(C(=O)O)c2)s1 | 5 | 4 | 3 | 1 | 10 | -0.1 | -3 | 2 | 0
